Screening results: PubChem, National Center for Advancing Translational Sciences (NCATS)
GAA glycogen mod: alters human alpha-glucosidase cleavage of glycogen | P10253 | recombinant GAA, glycogen substrate, Amplex Red glucose oxidase fluorescence | Potency, µM (doses to about 76.4 µM), inactives show top-dose activity change, negative = inhibition, most hits filed as inhibitors | actives 0.38% (n = 300,000) | AID 2100;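 also: 0% = full enzyme reaction and -100% = no-enzyme basal signal; the screen sought inhibitors and activators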
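Recombinant human enzyme (4 nM); glycogen substrate; 37 C, 40 min, pH 5.0. Readout: coupled glucose oxidase/Amplex Red fluorescence.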
aGal spleen mod: inhibits or activates alpha-galactosidase in human spleen homogenate. actives 0.008% (n = 240,000). AID 2107. human spleen homogenate, 4MU-alpha-Gal fluorescence, 40 min. P06280. Potency, µM (doses to about 80 µM), for the others: top-dose activity change, negative = inhibition, usual class: inhibitors;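 also: 0% = enzyme with vehicle and -100% = no enzyme basal signal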
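Human spleen homogenate (1 ug) as enzyme source, 4-methylumbelliferyl-alpha-D-galactopyranoside 1 mM final, citrate/phosphate pH 5.0 with 0.01% Tween-20. Compounds 40 min at 37C, NaOH/glycine stop; fluorescence Ex 365/Em 440, Hill-fit AC50.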
KDM4E inh: JMJD2E (human) inhibition | B2RXH2 | JMJD2E catalytic domain, FDH-coupled NADH fluorescence (FDH is formaldehyde dehydrogenase) | Potency, µM (series often up to 57.1 µM), without a hit: at the highest dose activity change, negative = inhibition, actives largely listed as inhibitors | actives 1.6% (n = 230,000); active = well fitted inhibition curve with a large enough effect, not every such curve was filed as active; inconclusive = small, poorly fitted or top-dose-only effect, or another doubt; inactive = no such curve, though single readings can be large or run the other way;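 also: 0% = wells with enzyme and -100% = buffer wells without enzyme; nearly all actives have a fitted effect of over 50% in size; many of its hits are not listed in these tables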
GAA spleen mod: lysosomal alpha-glucosidase (human) modulation. Potency, µM (titrated, usually from 79.9 µM), for the others: at the highest dose activity change, negative = inhibition, most hits filed as inhibitors. P10253. human spleen homogenate, 4-MU-alpha-glucoside fluorescence. actives 0.006% (n = 240,000);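 also: 0% = enzyme with vehicle and -100% = no enzyme basal signal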
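Enzyme source: human spleen homogenate, 1 ug/well. Buffer 50 mM citric acid/K phosphate pH 5.0, 0.01% Tween-20. 4-MU-alpha-glucoside 1 mM; 37 C x 40 min; NaOH/glycine stop; fluorescence.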
GAA inhib: blocks human lysosomal alpha-glucosidase | purified human GAA, 4-MU-alpha-glucoside fluorescence | actives 0.005% (n = 200,000) | Potency, µM (top dose mostly 76.9 µM), for inactives: top-dose activity change, negative = inhibition, most hits filed as inhibitors | P10253 | AID 1466;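 also: plate controls were uninhibited enzyme wells for no effect and no-enzyme background for full effect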
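Fluorescence at Ex 365/Em 440 nm from 4-methylumbelliferone reported enzyme activity after 20 min at room temperature. Reactions used 4 nM enzyme and 400 uM substrate at pH 5.0; curves fitted with the Hill equation.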
ALDH1A1 inh: ALDH1A1 (human) enzyme inhibition | actives 7.3% (n = 220,000) | Purified ALDH1A1, NADH fluorescence, propionaldehyde substrate | Potency, µM (doses to about 75.3 µM), for the others: at the highest dose activity, negative = inhibition, actives largely listed as inhibitors; active = well fitted inhibition curve with a large enough effect, not every such curve was filed as active; inconclusive = small, poorly fitted or top-dose-only effect, or another doubt; inactive = no such curve, though single readings can be large or run the other way;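 also: plate controls were no enzyme wells and a reference inhibitor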
Target sequence (P00352 whole entry, looked up): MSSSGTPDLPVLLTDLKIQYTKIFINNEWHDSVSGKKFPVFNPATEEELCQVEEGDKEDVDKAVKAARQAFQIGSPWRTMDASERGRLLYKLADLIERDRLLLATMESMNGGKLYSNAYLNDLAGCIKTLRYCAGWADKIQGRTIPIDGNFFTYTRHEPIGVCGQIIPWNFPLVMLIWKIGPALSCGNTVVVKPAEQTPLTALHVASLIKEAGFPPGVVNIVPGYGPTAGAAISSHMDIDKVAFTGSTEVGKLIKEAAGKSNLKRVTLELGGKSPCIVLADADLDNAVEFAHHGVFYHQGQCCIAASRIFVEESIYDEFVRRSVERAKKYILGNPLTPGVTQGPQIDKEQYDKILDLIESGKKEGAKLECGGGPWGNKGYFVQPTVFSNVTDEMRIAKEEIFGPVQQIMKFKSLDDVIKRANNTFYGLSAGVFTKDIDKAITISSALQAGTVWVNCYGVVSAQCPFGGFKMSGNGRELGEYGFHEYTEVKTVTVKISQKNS
SMN2 splice enh: increases expression of the SMN2 splice variant; Potency, µM (titrated, usually from 46.1 µM), for the others: at the highest dose activity change, positive = activation, hits mostly activators; actives 2.8% (n = 210,000); HEK293 SMN2-luciferase splicing reporter, luminescence, 30-36 h; AID 1458; also: % of control where 0% means no effect; nearly all actives have a fitted effect of over 55% in size
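HEK293 cells carry an SMN2 […]–luciferase reporter in which exon 7 inclusion puts luciferase in frame. Cells were plated 10-12 h before compound addition, then incubated 30-36 h at 37C. ONE-Glo luminescence was read; sodium butyrate at 4.5 mM final served as control.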
RGS12 GoLoco inh: RGS12 GoLoco-Gai1 interaction inhibition | P63096 | Gai1:RGS12 GoLoco peptide FP, rhodamine, 10 min | Potency, µM (top dose mostly 61.6 µM), for inactives: at the highest dose activity, negative = inhibition, hits mostly inhibitors | actives 0.44% (n = 230,000) | AID 880; active = well fitted inhibition curve with a large enough effect, not every such curve was filed as active; inactive = no such curve, though single readings can be large or run the other way; also: % is scaled to controls: 0 for no effect and ±100 for the full control effect; nearly all actives have a fitted effect of over 30% in size; many of its hits are not listed in these tables
Target sequence (P63096 whole entry, looked up): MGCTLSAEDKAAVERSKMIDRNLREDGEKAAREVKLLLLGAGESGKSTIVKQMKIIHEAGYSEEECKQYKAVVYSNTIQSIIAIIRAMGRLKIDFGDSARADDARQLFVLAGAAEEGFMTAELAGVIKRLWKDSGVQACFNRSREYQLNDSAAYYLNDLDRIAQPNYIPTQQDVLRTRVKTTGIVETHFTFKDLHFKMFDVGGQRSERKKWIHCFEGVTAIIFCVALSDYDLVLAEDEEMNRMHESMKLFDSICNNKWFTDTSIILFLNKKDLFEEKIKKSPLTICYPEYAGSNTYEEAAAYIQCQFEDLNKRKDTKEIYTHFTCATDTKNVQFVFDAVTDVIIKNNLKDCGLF
Starred values were filed as active, the others as inactive; ? = inconclusive; nt = no result given; [ ] = remark or other dose. Unless noted, calls follow the shape of the dose curve; as a rule, active = well fitted curve in the direction sought with a large enough effect; inconclusive = small, poorly fitted or top-dose-only effect, or another doubt; inactive = no such curve, though single readings can be large; an effect the other way counts as inactive or inconclusive. Potency is read from the fitted curve at half-maximal effect. Only part of the results is shown (hit frequency here may not be typical).

Sample of the layout, 14 compounds:
GAA glycogen mod,aGal spleen mod,KDM4E inh,GAA spleen mod,GAA inhib,ALDH1A1 inh,SMN2 splice enh,RGS12 GoLoco inh,canonical_smiles
0%,-20%,1%,-15%,-11%,-13%,?,-8%,Cc1ccc(NC(=O)c2c(Cl)n(C)c3ccccc23)cc1
7%,-2%,4%,2%,12%,-7%,2.5µM*,7%,Cc1cc(C)nc(NC(=O)Nc2ccc3c(c2)OCO3)c1
13%,2%,5%,3%,-4%,14%,-2%,11%,Cc1ccc(/C=C/C(=O)Nc2ccc(S(=O)(=O)Nc3ncccn3)cc2)cc1
2%,-12%,-6%,4%,-10%,2%,-27%,1%,CC1CCCCC1NC(=O)CN1CCN(Cc2ccccc2Cl)C1=O (stereo unspecified)
-7%,?,8%,-16%,5%,?,4%,6%,Cc1ccc(N2CC(C(=O)N3CCN(C(=O)c4ccco4)CC3)CC2=O)cc1 (stereo unspecified)
6%,-8%,-4%,-3%,-4%,?,11µM*,3%,Cn1c(CCNC(=O)c2ccco2)nc2cc(NC(=O)c3ccco3)ccc21
-12%,-10%,-3%,-6%,-12%,15%,-69%[inhibitor],-1%,CCOc1ccccc1NC(=O)CN(c1ccc(C)cc1)S(=O)(=O)c1c(C)noc1C
-5%,5%,2%,8%,7%,?,10%,-13%,N#C/C(=C\c1ccc(O)c(Br)c1)C(=O)NCc1ccccc1
nt,10%,nt,2%,nt,2%,-4%,5%,CO[Si](CCCNCCC[Si](OC)(OC)OC)(OC)OC
-7%,-9%,-2%,-2%,?,?,4µM*,19%,CCC1(c2ccc(F)cc2)NC(=O)N(CC(=O)Nc2ccc(-c3nc4ccc(C)cc4s3)cc2)C1=O (stereo unspecified)
8%,-17%,?,1%,-2%,?,nt,1%,COc1ccc(-c2ocnc2C(=O)NCc2nn(-c3ccccc3)nc2C)cc1
6%,2%,-17%,-1%,-7%,0%,17%,8%,O=C(Nc1ccc(OC(F)(F)C(F)F)c(NC(=O)c2cccc(F)c2)c1)c1cccc(F)c1
1%,4%,0%,3%,3%,2%,24%,6%,COc1cccc(C(=O)Nn2c(C)nnc2-n2nc(C)cc2C)c1
4%,0%,9%,0%,-5%,-8%,-73%[inhibitor],14%,O=[N+]([O-])c1ccc(O)c(/C=N\N=C2c3ccccc3-c3ccccc32)c1

The listing, from the first entry:
GAA glycogen mod,aGal spleen mod,KDM4E inh,GAA spleen mod,GAA inhib,ALDH1A1 inh,SMN2 splice enh,RGS12 GoLoco inh,canonical_smiles
0%,-20%,1%,-15%,-11%,-13%,?,-8%,Cc1ccc(NC(=O)c2c(Cl)n(C)c3ccccc23)cc1
7%,-2%,4%,2%,12%,-7%,2.5µM*,7%,Cc1cc(C)nc(NC(=O)Nc2ccc3c(c2)OCO3)c1
13%,2%,5%,3%,-4%,14%,-2%,11%,Cc1ccc(/C=C/C(=O)Nc2ccc(S(=O)(=O)Nc3ncccn3)cc2)cc1
2%,-12%,-6%,4%,-10%,2%,-27%,1%,CC1CCCCC1NC(=O)CN1CCN(Cc2ccccc2Cl)C1=O (stereo unspecified)
-7%,?,8%,-16%,5%,?,4%,6%,Cc1ccc(N2CC(C(=O)N3CCN(C(=O)c4ccco4)CC3)CC2=O)cc1 (stereo unspecified)
6%,-8%,-4%,-3%,-4%,?,11µM*,3%,Cn1c(CCNC(=O)c2ccco2)nc2cc(NC(=O)c3ccco3)ccc21
-12%,-10%,-3%,-6%,-12%,15%,-69%[inhibitor],-1%,CCOc1ccccc1NC(=O)CN(c1ccc(C)cc1)S(=O)(=O)c1c(C)noc1C
-5%,5%,2%,8%,7%,?,10%,-13%,N#C/C(=C\c1ccc(O)c(Br)c1)C(=O)NCc1ccccc1
nt,10%,nt,2%,nt,2%,-4%,5%,CO[Si](CCCNCCC[Si](OC)(OC)OC)(OC)OC
-7%,-9%,-2%,-2%,?,?,4µM*,19%,CCC1(c2ccc(F)cc2)NC(=O)N(CC(=O)Nc2ccc(-c3nc4ccc(C)cc4s3)cc2)C1=O (stereo unspecified)
8%,-17%,?,1%,-2%,?,nt,1%,COc1ccc(-c2ocnc2C(=O)NCc2nn(-c3ccccc3)nc2C)cc1
6%,2%,-17%,-1%,-7%,0%,17%,8%,O=C(Nc1ccc(OC(F)(F)C(F)F)c(NC(=O)c2cccc(F)c2)c1)c1cccc(F)c1
1%,4%,0%,3%,3%,2%,24%,6%,COc1cccc(C(=O)Nn2c(C)nnc2-n2nc(C)cc2C)c1
4%,0%,9%,0%,-5%,-8%,-73%[inhibitor],14%,O=[N+]([O-])c1ccc(O)c(/C=N\N=C2c3ccccc3-c3ccccc32)c1
12%,-2%,-17%,-8%,3%,?,-13%,2%,COc1cc(/C=C(\C#N)C(=O)Nc2ccc3ccccc3c2)c([N+](=O)[O-])cc1OC
-10%,-16%,?,0%,-15%,-5%,-32%[inhibitor],13%,Cc1cccc(NC(=O)c2ccc(COc3cccc4ccccc34)o2)n1
-1%,8%,1%,4%,-7%,0%,11%,-7%,CC(Sc1ccccc1)C(=O)Nc1ccc(N2CCOCC2)cc1 (stereo unspecified)
-10%,-2%,6%,-3%,2%,0%,14%,3%,CCOC(=O)CSc1nnc(CSc2nc(C)cc(C)n2)n1Cc1ccco1
6%,-7%,0%,-5%,-4%,18%,-1%,4%,O=C(Cn1c(=O)sc2ccccc21)NCCOc1ccccc1F
1%,-6%,-2%,2%,0%,7.9µM*,-3%,6%,CC1(C)CC(=O)C2=C(C1)OC(N)=C(C#N)C2C1CC=CCC1 (stereo unspecified)
-8%,-8%,25µM*,-10%,?,3%,-12%,-1%,O=C(Cn1cnc([N+](=O)[O-])n1)N/N=C/c1ccccc1O
-13%,-2%,-10%,-8%,0%,-2%,-10%,13%,CCn1c2ccccc2c2nnc(SCc3cc(=O)n4ccsc4n3)nc21
3%,0%,-5%,7%,-14%[15.4 µM],8%,2%,-4%,O=C1c2ccccc2C(O)N1c1cccnc1 (stereo unspecified)
-2%,6%,3%,-1%,?,7%,17%,-12%,CCN(CC)c1ccc(N2C(=O)c3ccccc3C2=O)cc1
6%,4%,27%,-5%,4%,?,-6%,7%,C/C(CCc1ccccc1)=N\NC(=O)c1ccccc1[N+](=O)[O-]
nt,0%[17.5 µM],3%[11.4 µM],5%[17.4 µM],nt,17%[13.5 µM],-5%[9.22 µM],8%[14.2 µM],COC(=O)C1=C(C(=O)OC)[C@@H]2Nc3ccccc3[C@@]23C[C@@H](C(=O)OC)N(S(=O)(=O)c2ccc(C)cc2)C3=N1
-7%,3%,-5%,-1%,-16%[15.4 µM],11%,19%,4%,COc1ccc(C)cc1NC(=O)CSc1nnc(-c2ccc(C)cc2)o1
-5%,-8%,-2%,-5%,-3%,-4%,-21%,13%,CCNc1nc(NCC)n2c(SC(C)C(=O)c3ccc(C)cc3)nnc2n1 (stereo unspecified)
2%,-2%,-11%,-5%,-8%,-9%,-11%,7%,Cn1c(NC(=O)c2ccc(Cl)cc2Cl)cc(=O)n(C)c1=O
-1%,5%,-8%,-2%,-4%,7%,nt,3%,Cc1ccccc1-n1cc(CNC(=O)CC2C(=O)NCCN2C/C=C/c2ccccc2)cn1 (stereo unspecified)
8%,11%,-3%,3%,-4%,7%,-3%,9%,O=C1OC(Nc2ccccn2)c2ccccc21 (stereo unspecified)
-2%,1%,3%,3%,1%,-11%,7%,4%,CCOc1ccc(NC(=O)CSC2=NCCN2)cc1
?,-4%,?,-2%,-3%,-13%,?,152%[activator],Nc1ccc(O)c(-c2nc3ccccc3s2)c1
-26%,-5%,-5%,0%,?,-10%,-3%,359%[activator],COc1cc(/C=C2\SC(=S)N(Nc3ncc(C(F)(F)F)cc3Cl)C2=O)ccc1O
4%,1%,3%,1%,2%,-9%,-4%,10%,CC(C)N(C(=O)COC(=O)c1ccccc1C(=O)c1ccc(Cl)c([N+](=O)[O-])c1)C(C)C
-7%,-1%,6%,7%,0%,-10%,-10%,6%,COC(=O)c1cccc(N(C(=O)c2cnccn2)C(C(=O)NCc2ccccc2)c2ccco2)c1 (stereo unspecified)
5%,-8%,7%,-2%,3%,0%,28%,-3%,C=CCCC(=O)Nc1ccc(COC(=O)N2CCOCC2)cc1
-12%,-6%,-7%,-4%,-3%,-13%,-28%,6%,c1ccc2c(CSc3nnc(-c4ccncc4)o3)cccc2c1
-11%,-12%,-2%,-5%,2%,14%,nt,-6%,COCC(=O)Nc1cc(Cl)ccc1C(F)(F)F
-4%,-12%,-3%,-5%,-4%,-5%,-26%,-15%,CCOC(=O)N1CCN(c2nc(-c3ccc(OC)cc3)no2)CC1
-3%,-5%,-6%,-3%,-2%,?,nt,2%,CC(C)C(NS(=O)(=O)c1cccs1)C(=O)N(C)Cc1ccccc1 (stereo unspecified)
6%,4%,0%,0%,-21%,-2%,-9%,-2%,Cc1ccccc1-n1c(C)nc2ccccc21
15%,-4%,5%,-2%,0%,-11%,8%,-3%,Cn1c2c(c(=O)n(C)c1=O)C(NC(=O)c1ccco1)(C(F)(F)F)C(=O)N2 (stereo unspecified)
1%,-1%,2%,2%,-9%,-8%,-2%,-10%,NC(=O)CC1(CC(=O)O)CCCCC1
-3%,6%,?,14%,4%,?,-38%[inhibitor],10%,COCCCNC(=O)Cn1c(=O)n(Cc2ccccc2Cl)c(=O)c2cc(OC)c(OC)cc21
-6%,2%,6%,5%,-10%,-1%,-8%,0%,COCCN(C(=S)Nc1cccc(C)c1)C(C)c1cccs1 (stereo unspecified)
-4%,-8%,1%,-9%,2%,7%,-1%,-6%,CCCCn1c(N)c(N(CCOC)C(=O)CCc2ccc(OC)cc2)c(=O)[nH]c1=O
0%,-3%,5%,-1%,-4%,-2%,27%,6%,Cc1cc(C(=O)N/N=C/c2cccn2C)no1
